# Screening results (PubChem BioAssay)
# BioA inh: blocks M. tuberculosis BioA enzyme activity | purified M. tuberculosis BioA enzyme, plate reader | inhibition, % at 9.99 µM | 360,000 tested, 0.096% active | AID 602481; in the data active = inhibition above about 40%
# Rv3671c protease: inhibits the M. tuberculosis serine protease Rv3671c. AID 2606. inhibition, % at 5.96 µM. 320,000 tested, 0.048% active; in the data active = inhibition above about 38%;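 note: extracellular domain of Rv3671c used as enzyme; 0% = enzyme with DMSO and 100% = no enzyme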
# BoNT F protease: inhibitors of Botulinum neurotoxin F light chain protease | Multiplex microsphere protease cleavage assay, flow cytometry | inhibition, % at 10 µM | 360,000 tested, 0.22% active | AID 588497; in the data active = inhibition above about 35%, passing the limit was not always enough; note: plate controls were buffer without enzyme for full effect and enzyme alone for no effect
# MazF activator: increases E. coli MazEF RNase cleavage of RNA; FAM/BHQ RNA-DNA oligo cleavage fluorescence, 5 h; activation, % at 20 µM; 350,000 tested, 0.32% active; AID 504720; in the data active = activation above about 50%
# Target sequence (P0AE70 whole entry, looked up): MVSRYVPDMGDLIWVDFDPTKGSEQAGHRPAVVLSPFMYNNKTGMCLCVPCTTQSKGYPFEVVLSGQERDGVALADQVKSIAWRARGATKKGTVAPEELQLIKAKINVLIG
# Mtb FBA inh: inhibits M. tuberculosis FBA enzyme. P9WQA3. purified M. tuberculosis FBA, fluorescence read-out. inhibition, % at 1 µM. 360,000 tested, 2.3% active; in the data active = inhibition above about 27%;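 note: 0% = vehicle and 100% = reference inhibitor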
# Target sequence (P9WQA3 whole entry, looked up): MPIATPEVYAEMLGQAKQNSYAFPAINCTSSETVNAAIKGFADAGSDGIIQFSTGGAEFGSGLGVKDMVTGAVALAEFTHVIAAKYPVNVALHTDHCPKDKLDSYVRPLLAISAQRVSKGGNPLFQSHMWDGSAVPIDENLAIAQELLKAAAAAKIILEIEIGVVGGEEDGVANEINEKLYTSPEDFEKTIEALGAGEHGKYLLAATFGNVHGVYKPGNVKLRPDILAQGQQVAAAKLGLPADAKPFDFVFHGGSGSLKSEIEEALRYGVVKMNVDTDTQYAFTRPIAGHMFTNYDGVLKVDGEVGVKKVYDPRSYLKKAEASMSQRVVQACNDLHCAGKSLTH
# PrPC surface inh: inhibitors of human cell surface prion protein PrPC | AID 720596 | P04156 | TR-FRET read-out | inhibition, % at 13.8 µM | 370,000 tested, 0.43% active; in the data active = inhibition above about 24%; note: 0% = median of the test wells and 100% = reference compound wells
# GDH-TPI counter: counter-screen for M. tuberculosis FBA inhibitors: GDH-TPI coupled enzymes; inhibition, % at 4.8 µM; GDH-TPI coupled enzyme counterscreen, NADH absorbance; 360,000 tested, 1.2% active; in the data active = inhibition above about 30%;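 note: 0% = DMSO wells and 100% = wells lacking the enzyme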
# Mtb UGM inh: inhibitors of M. tuberculosis UDP-galactopyranose mutase; 320,000 tested, 0.06% active; purified UGM, fluorescence polarization probe displacement; inhibition, % at 10 µM; P9WIQ1; in the data active = inhibition above about 10%, passing the limit was not always enough
# Target sequence (P9WIQ1 whole entry, looked up): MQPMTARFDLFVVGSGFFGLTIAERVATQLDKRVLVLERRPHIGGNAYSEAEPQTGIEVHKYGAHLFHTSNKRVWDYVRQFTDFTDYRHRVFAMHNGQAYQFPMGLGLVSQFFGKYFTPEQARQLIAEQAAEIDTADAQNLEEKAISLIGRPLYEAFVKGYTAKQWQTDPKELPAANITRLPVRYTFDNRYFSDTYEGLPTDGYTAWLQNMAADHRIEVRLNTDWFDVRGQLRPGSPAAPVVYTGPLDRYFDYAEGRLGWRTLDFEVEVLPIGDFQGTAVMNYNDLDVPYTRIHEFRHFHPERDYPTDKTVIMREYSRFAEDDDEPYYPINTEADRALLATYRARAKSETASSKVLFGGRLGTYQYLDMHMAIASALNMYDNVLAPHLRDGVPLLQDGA
# FadD28 FP inh: inhibitors of Mycobacterium tuberculosis FadD28 bisubstrate binding; AID 588549; FadD28 bisubstrate probe binding, fluorescence polarization; inhibition, % at 12.5 µM; 360,000 tested, 0.22% active; in the data active = inhibition above about 8.5%, passing the limit was not always enough
# An asterisk follows results filed as active; . = not tested or not shown; & = joins results of further samples. These rows are one share of the data. The share of hits here may be higher or lower than overall.
# The line under a structure holds: BioA inh | Rv3671c protease | BoNT F protease | MazF activator | Mtb FBA inh | PrPC surface inh | GDH-TPI counter | Mtb UGM inh | FadD28 FP inh
- CCN(CC)S(=O)(=O)c1ccc(C(=O)O)cc1
    0.1 | -4 | -5 | -3 | -1 | -3 | -1 | -2.0 | -4.5
- CCCN(CCC)C(=O)C(CCC(=O)O)NC(=O)c1ccccc1 (stereo not given)
    -0.9 | -7&4 | -4 | 1 | -1 | 10 | -13 | -0.1&-1.7 | -3.3
- Nc1ncnc(Nc2ccccc2)n1
    -5.7 | 3 | 0 | 1 | 21 | 9 | 1 | 0.2 | -2.6
- CN1CCC(=C2c3ccccc3CC(=O)c3sccc32)CC1
    1.5&0.8&-0.3 | 9&-2 | -5&-9&20 | -1&1&-12 | 3&0&-3 | -11&-6&2 | 7&8&0 | -0.9&-1.9 | -1.6&-2.3&-4.3
- CCCCOC(=O)c1ccc(N)cc1
    0.0 | -4 | -6 | -5 | -1 | 9 | 0 | 2.0 | -3.1
- O=C1CCc2cc(OCCCCc3nnnn3C3CCCCC3)ccc2N1
    1.2 | 1 | -1 | 2 | 1 | 7 | 9 | -1.7 | -0.8
- CCC(Cc1c(I)cc(I)c(N)c1I)C(=O)O (stereo not given)
    -6.6 | 3 | -5 | -5 | 1 | 11 | 13 | -3.0 | -1.6
- CC[C@]12CCCN3CCc4c(n(c5ccccc45)[C@@](O)(C(=O)OC)C1)[C@@H]32
    -0.5 | -5 | -6 | 1 | 6 | -14 | 6 | 3.3 | -1.4
- Cc1ccsc1/C=C/C1=NCCCN1C
    -0.5&0.5&-1.4 | 6&-2 | -11&0&0 | 11&6&8 | -2&-2&-1 | -11&-15&-5 | 16&10&23 | -1.9 | -3.5&-2.1&-1.1
- CN=C(N)NC(=O)Nc1c(C)cccc1C
    1.2 | 2 | -2 | 8 | 1 | 3 | 18 | -0.3 | -1.0

# 5 of the compounds above, bar-delimited:
SMILES | BioA inh | Rv3671c protease | BoNT F protease | MazF activator | Mtb FBA inh | PrPC surface inh | GDH-TPI counter | Mtb UGM inh | FadD28 FP inh
CCCCOC(=O)c1ccc(N)cc1 | 0.0 | -4 | -6 | -5 | -1 | 9 | 0 | 2.0 | -3.1
O=C1CCc2cc(OCCCCc3nnnn3C3CCCCC3)ccc2N1 | 1.2 | 1 | -1 | 2 | 1 | 7 | 9 | -1.7 | -0.8
CCC(Cc1c(I)cc(I)c(N)c1I)C(=O)O (stereo not given) | -6.6 | 3 | -5 | -5 | 1 | 11 | 13 | -3.0 | -1.6
CC[C@]12CCCN3CCc4c(n(c5ccccc45)[C@@](O)(C(=O)OC)C1)[C@@H]32 | -0.5 | -5 | -6 | 1 | 6 | -14 | 6 | 3.3 | -1.4
Cc1ccsc1/C=C/C1=NCCCN1C | -0.5&0.5&-1.4 | 6&-2 | -11&0&0 | 11&6&8 | -2&-2&-1 | -11&-15&-5 | 16&10&23 | -1.9 | -3.5&-2.1&-1.1

# Returning to the listing, starting 2 compounds before the break.
# The line under a structure holds: BioA inh | Rv3671c protease | BoNT F protease | MazF activator | Mtb FBA inh | PrPC surface inh | GDH-TPI counter | Mtb UGM inh | FadD28 FP inh
- Cc1ccsc1/C=C/C1=NCCCN1C
    -0.5&0.5&-1.4 | 6&-2 | -11&0&0 | 11&6&8 | -2&-2&-1 | -11&-15&-5 | 16&10&23 | -1.9 | -3.5&-2.1&-1.1
- CN=C(N)NC(=O)Nc1c(C)cccc1C
    1.2 | 2 | -2 | 8 | 1 | 3 | 18 | -0.3 | -1.0
- COc1ccc(S(=O)(=O)Nc2nnc(CC(C)C)s2)cc1
    -1.2 | 0 | 17 | -6 | -6 | -4 | -3 | 0.0 | -4.6
- CCC12CCCN3CCc4c(n(c5ccccc45)C(O)(C(=O)OC)C1)C32 (stereo not given)
    0.2 | 3 | -20 | -59 | 14 | -6 | -2 | -2.7 | -2.2
- CC(=O)N(CC(O)CO)c1c(I)c(C(=O)NCC(O)CO)c(I)c(C(=O)NCC(O)CO)c1I (stereo not given)
    0.1 | 1 | -6 | 7 | -2 | 9 | 11 | -2.6 | -2.9
- Nc1cc(=O)[nH]c(N)n1
    -0.3 | -7 | -4 | 4 | -1 | 4 | -6 | -2.2 | -3.1
- O=C(O)CCCCCCCC(=O)O
    -0.8 | 1 | -13 | 2 | -2 | 4 | -6 | -0.8 | -3.3
- COc1c(O)cc2c(c1O)[C@@H]1O[C@H](CO)[C@@H](O)[C@H](O)[C@H]1OC2=O
    -0.1 | -7 | 0 | 1 | -3 | 0 | 1 | -1.0 | 0.9
- CC1(C)Oc2ccc(C#N)cc2[C@@H](N2CCCC2=O)[C@@H]1O
    1.2 | 3 | -3 | 1 | 5 | -2 | -2 | -3.3 | -0.4
- CCN(CC)CCOC(=O)C(c1ccccc1)c1ccccc1
    -1.6 | 5 | -9 | 2 | 2 | -6 | 1 | 2.3 | -3.3
- COc1cc(C(=O)NCCCCCC(=O)O)cc(OC)c1OC
    -0.5&-1.1 | 4 | -6 | 10 | -1 | 4 | -11 | 1.5 | -2.3
- CN(C)CCOC(=O)C(c1ccccc1)C1(O)CCCC1 (stereo not given)
    0.5 | 4 | -4 | 6 | -3 | 7 | 1 | -0.8 | -3.3

# Next section; it opens with the 5 that closed the last part.
# The line under a structure holds: BioA inh | Rv3671c protease | BoNT F protease | MazF activator | Mtb FBA inh | PrPC surface inh | GDH-TPI counter | Mtb UGM inh | FadD28 FP inh
- COc1c(O)cc2c(c1O)[C@@H]1O[C@H](CO)[C@@H](O)[C@H](O)[C@H]1OC2=O
    -0.1 | -7 | 0 | 1 | -3 | 0 | 1 | -1.0 | 0.9
- CC1(C)Oc2ccc(C#N)cc2[C@@H](N2CCCC2=O)[C@@H]1O
    1.2 | 3 | -3 | 1 | 5 | -2 | -2 | -3.3 | -0.4
- CCN(CC)CCOC(=O)C(c1ccccc1)c1ccccc1
    -1.6 | 5 | -9 | 2 | 2 | -6 | 1 | 2.3 | -3.3
- COc1cc(C(=O)NCCCCCC(=O)O)cc(OC)c1OC
    -0.5&-1.1 | 4 | -6 | 10 | -1 | 4 | -11 | 1.5 | -2.3
- CN(C)CCOC(=O)C(c1ccccc1)C1(O)CCCC1 (stereo not given)
    0.5 | 4 | -4 | 6 | -3 | 7 | 1 | -0.8 | -3.3
- CN1CCN(c2c(F)cc3c(=O)c(C(=O)O)cn4c3c2SCC4)CC1
    1.1 | -4&2 | -2 | 9 | 28* | 9 | 15 | 0.0&-0.1 | -0.4
- OCC(O)CN1CCN(c2ccccc2)CC1 (stereo not given)
    -1.3 | -2 | -10 | 1 | -2 | -1 | -1 | 0.2 | -3.1
- CC1CCc2c(N3CCC(O)CC3)c(F)cc3c(=O)c(C(=O)O)cn1c23 (stereo not given)
    -0.2 | 4 | 4 | 5 | 7 | 1 | 31 | 0.6 | 0.6
- C#C[C@]1(O)CC[C@H]2[C@@H]3CCC4=CC(=O)CC[C@@H]4[C@H]3CC[C@@]21CC
    -0.9&0.8 | 6&2 | -4&-3 | 7&9 | 3&4 | 0&-4 | -14&9 | -2.2&0.3 | -0.8&-0.6
- CCOc1ccc(NC(=S)N2CCC(C(O)(c3ccccc3)c3ccccc3)CC2)cc1
    . | -1 | -1 | 6 | 1 | -5 | 0 | -1.6 | -0.4
- COc1ccc(Sc2ccc(NC(=O)c3ccccc3Cl)cc2C#N)cc1
    -3.1 | -133 | -62 | 4 | 3 | -2 | 8 | -1.7 | -0.4
- C[C@H]1c2cccc(O)c2C(O)=C2C(=O)C3(O)C(O)=C(C(N)=O)C(=O)[C@@H](N(C)C)[C@@H]3[C@@H](O)[C@@H]21 (stereo not given in full)
    1.1 | -29 | -11 | 8 | -1 | -3 | 22 | 2.9 | 0.2
- CN1CCN(CCCN2c3ccccc3Sc3ccc(S(=O)(=O)N(C)C)cc32)CC1
    13 | 5 | -6 | 6 | -2 | -14 | 5 | 6.1 | -3.8
- O=c1c(O[C@@H]2O[C@H](CO)C(O)C2O)c(-c2ccc(O)c(O)c2)oc2cc(O)cc(O)c12 (stereo not given in full)
    -0.7 | -9 | -5 | 9 | -6 | . | 20 | -1.5 | 0.1
- CC(C)(C(=O)c1cccnc1)c1cccnc1
    -0.5 | -4 | 5 | 9 | -1 | 0 | -12 | -0.4 | -3.4
- C/C=C(/C)C(=O)O[C@@H]1c2cc3c(c4c2[C@@]2(CO4)C(=O)C(OC)=C(OC)C=C2C[C@@H](C)[C@H]1C)OCO3
    0.2 | 7 | 4 | 12 | -1 | -1 | 2 | 2.7 | -2.1
- COc1ccccc1OC(=O)Oc1ccccc1OC
    -1.9 | . | -2 | 9 | 1 | -3 | 4 | . | 0.6
- Cc1oncc1C(=O)Nc1ccc(C(F)(F)F)cc1
    -1.6 | 2 | 4 | 5 | -3 | 0 | -5 | 0.8 | -3.7
- COc1cc2c(c(OC)c1OC)-c1c(cc(OC)c(OC)c1OC)C[C@H](C)[C@H](C)C2
    0.5 | 0 | -3 | -5 | 0 | 1 | -5 | 0.0 | -1.9
- C[C@H]1c2cccc(O)c2C(O)=C2C(=O)[C@]3(O)C(O)=C(C(N)=O)C(=O)[C@@H](N(C)C)[C@@H]3[C@@H](O)[C@@H]21
    0.2 | -33 | -9 | 4 | -2 | . | 15 | 0.1 | -3.2
- O=C(NCCN1CCOCC1)c1ccc(Cl)cc1
    1.6&-4.5 | 2 | 1 | 3 | 2 | 2 | 4 | 1.2 | -0.4
- CCCc1cc(C(N)=S)ccn1
    -0.9&-1.4 | -3 | 17 | -2 | 0 | 6 | 8 | -0.5 | 1.5
- O=C1c2c(O)cccc2C(C2OC(CO)[C@@H](O)[C@H](O)[C@H]2O)c2cc(CO)cc(O)c21 (stereo not given in full)
    0.7 | 4 | -11 | -14 | -5 | -12 | 20 | -0.1 | 0.4
- COc1cc(NC(=O)c2cc(C3CC3)on2)c(OC)cc1Cl
    -0.7 | 5 | -7 | 0 | 2 | 1 | 9 | 1.7 | -1.1
- CC(=O)OCC(=O)C1(O)CCC2C3CCC4=CC(=O)C=CC4(C)C3(F)C(O)CC21C (stereo not given)
    . | . | -5 | 13 | -1 | 3 | -3 | . | -2.8
- O=C1c2ccccc2C(=O)c2c(O)c(O)cc(O)c21
    -3.8 | 6 | 4 | -13 | 3 | -27 | 17 | . | 47*
- C[C@]12CC[C@H]3C(=CCc4cc(O)ccc43)[C@@H]1CCC2=O
    0.3&-1.3 | 4 | -12 | 0 | -4 | 1 | 0 | -2.5 | -3.7
- CCOC(=O)Nc1ccc2c(c1)N(C(=O)CCN1CCOCC1)c1ccccc1S2
    0.8&-0.6 | -6 | -13&2 | -2&-3 | 5&-1 | 6&-1 | 5&-2 | -0.3 | -1.6&-4.1
- CCOC(=O)Nc1ccc(NCc2ccc(F)cc2)nc1N
    -5.8 | -60 | -62 | 26 | 7 | -6 | 18 | 3.2 | 1.6
- O=C(c1ccccc1)c1ccc2n1CCC2C(=O)O (stereo not given)
    0.1 | -6 | -15 | -5 | 5 | 1 | 28 | -2.1 | -2.1
- Oc1cc2c(cc1O)C1c3ccc(O)c(O)c3OCC1(O)C2 (stereo not given)
    -0.2 | -4 | -25 | 264* | 3 | 42* | 14 | -0.5 | 0.6
- CN(C)CCC[C@@]1(c2ccc(F)cc2)OCc2cc(C#N)ccc21
    -3.0 | -2 | -2 | -1 | 5 | -7 | 0 | 3.0 | 0.2
- COc1cc(C)nc(-n2nc(C)cc2OC)n1
    -2.4 | -2 | 7 | 6 | 8 | 3 | 8 | -0.5 | -1.2
